Source: PubChem BioAssay
FEN1 inh – blocks human flap endonuclease 1; P39748; Recombinant FEN1 flap cleavage, fluorescence, 15 min; Potency, µM (titrated, usually from 114 µM), for the others: at the top dose activity change, negative = inhibition, usual class: inhibitors; 390,000 compounds, 0.35% hits; AID 588795; note: nearly all actives have a fitted effect of over 65% in size
Target sequence (P39748 whole entry, looked up): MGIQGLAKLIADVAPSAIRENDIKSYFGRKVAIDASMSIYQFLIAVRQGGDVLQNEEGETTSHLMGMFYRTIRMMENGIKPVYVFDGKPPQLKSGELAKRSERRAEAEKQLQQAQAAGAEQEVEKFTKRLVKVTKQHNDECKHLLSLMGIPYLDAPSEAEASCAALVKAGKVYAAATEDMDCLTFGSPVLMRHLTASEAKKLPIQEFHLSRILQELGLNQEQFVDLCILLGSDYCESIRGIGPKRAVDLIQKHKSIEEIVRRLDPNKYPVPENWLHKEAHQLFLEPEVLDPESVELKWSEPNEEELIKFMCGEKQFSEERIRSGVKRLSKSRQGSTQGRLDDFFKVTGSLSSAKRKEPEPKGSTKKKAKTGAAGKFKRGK
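Quantitative HTS format: each compound was titrated, incubated with 10 nM nuclease for 15 min at room temperature, then challenged with flap substrate at 50 nM final. Signal change over 15 min gave concentration–effect curves.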
KAT2A inh – inhibitors of human GCN5L2 histone acetyltransferase; AID 504327; Potency, µM (series often up to 58.9 µM), for the others: top-dose activity change, negative = inhibition, most hits filed as inhibitors; GCN5L2 HAT assay, ThioGlo1 CoA-SH fluorescence; 390,000 compounds, 0.21% hits
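qHTS, 1536-well. 20nM enzyme, pH 7.5 HEPES/EDTA/Tween-20 buffer; 15 min compound preinc., RT. Start: 75uM H3(1-25), 70uM AcCoA, 50uM ThioGlo1. Read Ex340/Em540 at t=0 (autofluorescence flag) and t=20 min.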
N370S GC – inhibits or activates N370S mutant glucocerebrosidase. P04062. 330,000 compounds, 0.092% hits. Potency, µM (series often up to 59.4 µM), for inactives: at the highest dose activity change, negative = inhibition, hits mostly inhibitors. N370S GC spleen homogenate, 4MU-glucoside fluorescence;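 note: 0% = full enzyme activity and -100% = no enzyme basal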
* marks the source's active call; other numbers are inactive results; u = inconclusive; x = no result given; & = joins results of further samples; [ ] = dose if it differs, or a comment. Calls come from the whole dose curve; as a rule, active = well fitted curve in the direction sought with a large enough effect; inconclusive = small, poorly fitted or top-dose-only effect, or another doubt; inactive = no such curve, though single readings can be large; an effect the other way counts as inactive or inconclusive. Unless noted, % is set by controls: 0 for no effect and ±100 for the full control effect; potency is the fitted concentration of half-maximal effect.

SMILES	FEN1 inh	KAT2A inh	N370S GC
Cc1ccc(NC(=O)Nc2c(C)n(C)n(-c3ccccc3)c2=O)c(Cl)c1	-14%	-3%	x
CC(C)(C)c1ccc(COc2ccsc2C(=O)O)cc1	-5%	0%	-9%
C=CCNC(=O)CN(c1cccc(Br)c1)S(C)(=O)=O	6%	-3%	-16%
NC(=S)COc1ccccc1	5%	u	22%
CCCNc1c(NC(=O)c2ccc(OCCC)cc2)c(=O)oc2ccccc12	-8%	-8%	x
CCCOc1ccc(N2C(=O)CC(N(CCc3ccccc3)C(=O)c3ccccc3)C2=O)cc1 (centres undefined)	-1%	-14%	4%
CN(C)CCOc1ccc2ccccc2c1	13%	2%	1%
CCc1nnc2n1N=C(c1ccc(Br)cc1)CS2	1%	12%	-6%
CCOC1=NN(c2ccc(Cl)cc2)C(=O)/C1=C\N(C)C	-3%	-7%	17%
O=Cc1ccc(OC(=O)Cc2ccc(F)cc2)cc1	x	-9%	-13%
Cc1cc(C)c(C(=O)c2ccc(C(=O)NC(C)(C)C)cc2)c(C)c1	-20%	0%	x
O=C(CSc1nc(-c2ccccc2)nc2c1Cc1ccccc1O2)Nc1ccccc1	x	-8%	-1%
Cc1[nH]c2ccccc2c1C1(O)C(=O)N(C(C)C)c2ccccc21 (centres undefined)	8%	-2%	3%
Cc1c(OCC(=O)OC(C)C)ccc2c3c(c(=O)oc12)CCC3	8%	-5%	-7%
CCS(=O)(=O)c1ccc2c(c1)N(S(C)(=O)=O)CC(C(=O)NC1CC1)O2 (centres undefined)	2%	-6%	-14%[12.8 µM]
COc1cc(NC(=O)C2CCCN(S(=O)(=O)c3cnc[nH]3)C2)cc(OC)c1 (centres undefined)	0%	-3%	-2%
CCOC(=O)N1CCc2c(sc3c2c(=O)n(Cc2ccccc2)c(=O)n3Cc2cccc(C)c2)C1	3%&-8%	-2%&-4%	5%
CCC(CC)NC(=O)CSc1nnc(-c2ccc(OC)cc2)n1C(C)C	6%	x	4%
CC(=O)N1c2ccc(S(=O)(=O)Nc3ccc(C)c(Cl)c3)cc2CC1C (centres undefined)	-2%	-14%	x
CCN1CCN(C2=NC(=O)/C(=C/c3ccc(C)o3)S2)CC1	1%	-5%	-4%

Ordered by SMILES length (rising): part of the list above
SMILES	FEN1 inh	KAT2A inh	N370S GC
CCOC1=NN(c2ccc(Cl)cc2)C(=O)/C1=C\N(C)C	-3%	-7%	17%
CCCNc1c(NC(=O)c2ccc(OCCC)cc2)c(=O)oc2ccccc12	-8%	-8%	x
CCS(=O)(=O)c1ccc2c(c1)N(S(C)(=O)=O)CC(C(=O)NC1CC1)O2 (centres undefined)	2%	-6%	-14%[12.8 µM]

Further structures follow.
SMILES	FEN1 inh	KAT2A inh	N370S GC
COc1ccc(C)cc1Nc1nc(N)c2cc(OC)c(OC)cc2n1	u	-4%&-13%	-10%
CCOCCCNC(=O)c1cc(Sc2ccc(F)cc2)nc2ccccc12	3%	-2%	3%
CCn1cc(C(=O)NCc2ccccc2)c(=O)c2cc(S(=O)(=O)N3CCOCC3)ccc21	15%	1%	x
O=C1CN(C(=O)COC(=O)COc2ccc3c(c2)CCC3)c2ccccc2N1	1%	-5%	-3%
Cc1ccn2c(=O)c(C(=O)NCc3ccccc3Cl)c(O)nc2c1	4%	7%	x
Cc1ccc(C)c(SCC(=O)Nc2nnc(-c3ccccc3)o2)c1	2%	-3%	0%
CC(=O)N1C(C(=O)O)Cc2c([nH]c3ccccc23)C1(C)C (centres undefined)	-4%	2%	-3%
CN(C)c1ccc(-c2nc(-c3ccco3)no2)cc1[N+](=O)[O-]	16%	-2%	x
COc1ccccc1C(=O)NCc1nnnn1-c1ccc(C)c(C)c1	-16%	4%	x
COc1ccccc1N1CCN(C(=O)C(CCSC)NS(=O)(=O)c2ccc3c(c2)oc(=O)n3C)CC1 (centres undefined)	11%	-7%	x
N#Cc1ccc(NC(=O)c2nc(-c3ccccc3)n(-c3ccccc3)n2)cc1	-15%	-11%	6%
CCN1/C(=C2/SC(=S)N(NC(C)=O)C2=O)Sc2ccc(Cl)cc21	u	-25%	-11%
O=C(Cn1cnc2scc(-c3ccc(Cl)cc3)c2c1=O)N1CCOCC1	20%	21%	2%
O=C(OCc1cn(-c2ccc(Cl)c(Cl)c2)nn1)c1ccccc1Cl	-17%	u	11%
NC(=S)Nc1cccc2cc3ccccc3cc12	u	6%	4%
O=C(O)c1ccc(/C=N/N2CCN(c3ccccc3)CC2)cc1	-3%	-13%	1%
C=CCNC(=O)c1ccc(-c2ccc([N+](=O)[O-])cc2)o1	10%	-3%	-10%
Cc1onc(-c2c(Cl)cccc2Cl)c1C(=O)NNC(=O)c1c(-c2c(Cl)cccc2Cl)noc1C	-3%	-6%	-11%
Cn1c(SCC(O)c2ccccc2)nnc1-c1ccc2ccccc2c1 (centres undefined)	4%	-3%	2%
COc1ccc(C(C)=O)cc1COC(=O)c1c(C)noc1C	-1%	0%	7%
Cc1[nH]c(C)c(S(=O)(=O)NCC(C)c2ccccc2)c1C(=O)N1CCCCC1 (centres undefined)	18%	-27%	0%
COc1ccc(-c2nc(CS(=O)CC(=O)NCCC3=CCCCC3)c(C)o2)cc1 (centres undefined)	30%	-4%	9%
O=C(/C=C/c1cccs1)N1CCOCC1	3%	-5%	21%
N#Cc1c(N)n[nH]c1-c1cc2c([nH]1)CCCC2	-11%	-4%	-13%
O=C(O)c1ccccc1-c1c2cc(Br)c(=O)c(Br)c-2oc2c(Br)c(O)c(Br)cc12	x	22µM*	-5%
COc1ccc(C2=CC(=O)C[C@H](c3ccc(Cl)cc3)C2)cc1	-1%	-4%	x
O=C(CCn1c(=O)[nH]c2ccsc2c1=O)N1CCN(c2cccc(Cl)c2)CC1	9%	-3%	7%
COc1ccc(NC(=O)CS(=O)(=O)Cc2nc(-c3ccc(C)cc3)oc2C)cc1	7%	-1%	2%
CC(C)OC(=O)C(C)Nc1ccc(F)c(Cl)c1 (centres undefined)	-8%	0%	1%
Cc1ccc(S(=O)(=O)N(C)c2ccc(C(=O)N3CCN(Cc4ccc5c(c4)OCO5)CC3)cc2)cc1	-18%	-8%	-14%
COc1ccc(C(=O)/C=C/Nc2cc(C)ccn2)cc1	-18%	-7%	-14%
Cc1cccc(C)c1N=C1SC(CC(=O)Nc2c(C)cccc2C)C(=O)N1CCc1ccccn1 (centres undefined)	-4%	-3%	13%
COc1ccc(CC(=O)Oc2ccccc2C)cc1S(=O)(=O)N1CCOCC1	-7%	-6%	1%
CCOC(=O)C1C(=O)C=C(c2ccc(Br)cc2)CC1c1ccco1 (centres undefined)	-18%	-8%	x
O=S(=O)(c1ccccc1)N1CCN(c2nc(-c3cccnc3)nc3ccccc23)CC1	-2%	1%	u
Cc1cccc(CN2C(=O)c3ccccc3Sc3ccc(C(=O)NCc4ccco4)cc32)c1	-6%	-2%	x
COc1ccc(-c2nnc3ccc(SCC(=O)N4CCCCC4)nn23)cc1OC	10%	-10%	22%
COc1cc(=O)[nH]c(SC(C)C(=O)Nc2nc3c(s2)CCCC3)n1 (centres undefined)	-26%	-1%	-1%
O=C(Cn1cnc2c(cnn2-c2ccccc2)c1=O)N1CCN(c2ccc(F)cc2)CC1	-1%	-5%	-3%
Cn1c(/C=N/NC(=O)c2ccccc2)nc2ccccc21	9%	-2%	4%
CCOC(=O)/C(C#N)=C(C)/C=C1\Sc2ccccc2N1CC	2%	-1%	7%
COc1ccc(CC(=O)NCc2n[nH]c(=S)n2-c2ccc(Br)cc2)cc1	0%	-5%	-12%
Cc1cc(C)c(NC(=O)CSc2nnc(SCC(=O)Nc3c(C)cc(C)cc3C)n2N)c(C)c1	0%	-5%	2%
COc1ccccc1NC(=O)c1c(NC(=O)c2ccccc2F)sc2c1CCC2	-15%	-4%	x
O=[N+]([O-])c1ccc(OCCn2cnc3ccccc32)cc1	4%	-5%	-4%
CC(C)=CCCC(C)CN1CCC(O)CC1 (centres undefined)	-4%	x	2%
CCn1cc(C(=O)Nc2cccc(Cl)c2)c2cc(OC)c(OC)cc2c1=O	-12%	-11%	x
CCOC(=O)N1CCC(NC(=O)Cc2ccccc2)CC1	2%	-5%	-1%
COC(=O)c1ccc(NC(=S)N2CCN(Cc3ccc(Cl)cc3)CC2)cc1	-20%	-12%	-19%
Cc1ccc(N=Cc2sc(O)c3ccccc23)c(C)c1	-1%	-16%	-3%
O=C(NCCc1ccccc1)C(=O)NCC(c1cccs1)S(=O)(=O)c1cccs1 (centres undefined)	19%	2%	x
CS(=O)(=O)N(CC(=O)NCc1ccccc1Cl)C1CCCCC1	12%	-6%	3%
COc1cccc(CNC(=O)CCC(=O)N2CCOCC2)c1	-1%	1%	x
COc1cccc(CNC(=O)C2CCN(S(=O)(=O)c3c(C)nn(C)c3C)CC2)c1	-6%	-3%	-3%
O=C(Nc1ccccc1)N1CCc2ccccc21	-1%	-2%	19%
O=c1c(CCc2ccccc2)nc2cnc(N3CCNCC3)nc2n1-c1ccccc1	x	-15%	-24%
COc1ccc(-n2c(SCC(=O)NCc3ccc(F)cc3)nc3c([nH]c4ccccc43)c2=O)cc1	-4%	-11%	x
O=C(Nc1cccc(S(=O)(=O)Nc2ccc(Cl)cc2)c1)c1ccccn1	-9%	-7%	x
CCOC(=O)c1ccc(CN(Cc2ccc(C)cc2)S(=O)(=O)c2cccc([N+](=O)[O-])c2)cc1	-5%	1%	4%
Cc1nc2ncnn2c(C)c1CCC(=O)N1CCN(c2cccc(Cl)c2)CC1	13%	-2%	x

Entries of single compounds from above. Values in the order: FEN1 inh, KAT2A inh, N370S GC
CCOC(=O)/C(C#N)=C(C)/C=C1\Sc2ccccc2N1CC across the screens: 2%, -1%, 7%
Cc1cc(C)c(NC(=O)CSc2nnc(SCC(=O)Nc3c(C)cc(C)cc3C)n2N)c(C)c1 across the screens: 0%, -5%, 2%

Four entries from above, with two lines to a compound.
Order of values – FEN1 inh	KAT2A inh	N370S GC
COc1cccc(CNC(=O)CCC(=O)N2CCOCC2)c1
→ -1%	1%	x
COc1cccc(CNC(=O)C2CCN(S(=O)(=O)c3c(C)nn(C)c3C)CC2)c1
→ -6%	-3%	-3%
O=C(Nc1ccccc1)N1CCc2ccccc21
→ -1%	-2%	19%
O=c1c(CCc2ccccc2)nc2cnc(N3CCNCC3)nc2n1-c1ccccc1
→ x	-15%	-24%

Carrying on.
SMILES	FEN1 inh	KAT2A inh	N370S GC
CCC(=O)NC1(C(F)(F)F)C(=O)Nc2c1c(=O)[nH]c(=O)n2CC(C)C (centres undefined)	26%	-2%	26%
COc1ccc(CCn2c(C)cc(C(=O)CSc3nnnn3-c3ccccc3)c2C)cc1OC	3%	1%	7%
Cc1cccc(C)c1NC(=O)CSc1nnc(-c2ccco2)n1N	-2%	8%	8%
Cc1ccc(-c2csc(Cc3nc(-c4cc5ccccc5oc4=O)cs3)n2)cc1	0%	-18%	24%
Cc1ccc(C(=O)Nc2cccc(C(=O)O)c2)cc1	-5%	-4%	-10%
CCOc1ccc(-n2nc(CO)c(C(=O)NCc3ccc(Cl)cc3)n2)cc1	17%	-3%	x
Cc1ccc(CNC(=O)c2ccc(F)c(S(=O)(=O)N3CCOCC3)c2)cc1	0%	3%	-4%
COc1cc(C(C)=O)ccc1OCC(=O)Nc1ccc2nc(C)sc2c1	-3%	-3%	x
CCCCc1nn2c(=O)cc(COC(=O)c3ccc(NC(=O)c4ccccc4Cl)cc3)nc2s1	17%	9%	x
O=C(OCCCc1cc2ccccc2c(=O)o1)c1ccccc1C(F)(F)F	-20%	-6%	x
O=C(c1ccccc1)N1CCN(C2CC3CCC2C3)CC1 (centres undefined)	-8%	-1%	5%
COc1cccc(-c2nc(CS(=O)(=O)CC(=O)Nc3cccc(C(C)=O)c3)c(C)o2)c1	4%&-8%	-2%&-4%	-14%
O=C(CCC1CCCC1)Nc1cccn(Cc2ccccc2Br)c1=O	-14%	-2%	u
O=C(/C=N/NC(=O)c1ccc(Cl)cc1Cl)c1ccccc1	-6%	-18%	5%

Some of these compounds in order of their number in KAT2A inh, descending.
SMILES	FEN1 inh	KAT2A inh	N370S GC
COc1ccc(NC(=O)CS(=O)(=O)Cc2nc(-c3ccc(C)cc3)oc2C)cc1	7%	-1%	2%
Cc1ccc(S(=O)(=O)N(C)c2ccc(C(=O)N3CCN(Cc4ccc5c(c4)OCO5)CC3)cc2)cc1	-18%	-8%	-14%
COc1ccc(-c2nnc3ccc(SCC(=O)N4CCCCC4)nn23)cc1OC	10%	-10%	22%

An unsorted share of the library; overall some 0.54% were active at least once.
